PPARg SRC3 recr = PPARgamma agonists recruiting SRC-3 coactivator, primary screen, biochemical; 200,000 compounds, 0.26% hits; AID 731, 2007; activation, % at 8 µM; Peroxisome proliferator-activated receptor gamma (Homo sapiens), P37231; biochemical PPARgamma/SRC-3 coactivator recruitment assay; in the data active means activation above about 23%;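 further: 0% = DMSO and 100% = reference agonist; some compounds past the cut are filed as inactive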
Target sequence (P37231 whole entry, looked up): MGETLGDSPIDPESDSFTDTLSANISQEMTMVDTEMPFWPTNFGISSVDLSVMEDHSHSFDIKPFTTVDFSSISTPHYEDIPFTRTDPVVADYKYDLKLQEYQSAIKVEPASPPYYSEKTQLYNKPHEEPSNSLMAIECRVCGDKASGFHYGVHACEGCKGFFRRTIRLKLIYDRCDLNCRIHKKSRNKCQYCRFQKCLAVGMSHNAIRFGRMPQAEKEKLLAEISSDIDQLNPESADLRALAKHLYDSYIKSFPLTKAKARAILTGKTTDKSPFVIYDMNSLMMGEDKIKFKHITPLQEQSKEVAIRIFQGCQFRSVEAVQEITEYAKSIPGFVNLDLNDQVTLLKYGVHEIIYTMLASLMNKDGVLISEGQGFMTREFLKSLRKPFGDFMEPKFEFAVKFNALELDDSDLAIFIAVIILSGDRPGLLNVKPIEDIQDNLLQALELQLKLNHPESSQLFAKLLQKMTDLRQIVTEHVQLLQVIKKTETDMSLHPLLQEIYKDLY
S1P3 antag = S1P3 receptor antagonists, primary screen, cell-based; Sphingosine 1-phosphate receptor 3 (Homo sapiens), Q99500; CHO S1P3 NFAT-BLA reporter, FRET fluorescence, antagonist mode; inhibition, % at 4.98 µM; 170,000 compounds, 0.27% hits; AID 485, 2006;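 active means inhibition above the plate cutoff, the mean inhibition of test wells on that plate plus 3 SD, cut at about 28% in these data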;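 further: cells challenged with S1P at its EC80 of 0.8 µM; blue over green emission ratio from cleaved BLA substrate after 4 h stimulation; 0% = S1P-stimulated wells and 100% = unstimulated DMSO-only wells; some compounds past the cut are filed as inactive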
SRC2 TRFRET art = TR-FRET signal artefacts, primary screen, artefact control for PPARgamma SRC-2 agonist project, biochemical; 200,000 compounds, 0.4% hits; TR-FRET artefact counter-screen; stronger effect = higher value; TR-FRET ratio at 8 µM; in the data active means TR-FRET ratio above about 2000; further: inactives centre near 1500
ROMK primary = ROMK potassium channel modulators, primary screen, cell-based, thallium flux, MLSMR library; AID 1918, 2009; Tet-inducible ROMK, thallium flux fluorescence; actives lie on both sides; 130,000 compounds, 2% hits; B-score at 10 µM; ATP-sensitive inward rectifier potassium channel 1 (Homo sapiens), P48048;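 active means signal ratio slope over the read window, or its plate-corrected B-score, at least 3 SD from the plate mean, either direction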;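 further: B-score of the F/F0 ratio slope over 7 to 12 s after thallium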
Target sequence (P48048 whole entry, looked up): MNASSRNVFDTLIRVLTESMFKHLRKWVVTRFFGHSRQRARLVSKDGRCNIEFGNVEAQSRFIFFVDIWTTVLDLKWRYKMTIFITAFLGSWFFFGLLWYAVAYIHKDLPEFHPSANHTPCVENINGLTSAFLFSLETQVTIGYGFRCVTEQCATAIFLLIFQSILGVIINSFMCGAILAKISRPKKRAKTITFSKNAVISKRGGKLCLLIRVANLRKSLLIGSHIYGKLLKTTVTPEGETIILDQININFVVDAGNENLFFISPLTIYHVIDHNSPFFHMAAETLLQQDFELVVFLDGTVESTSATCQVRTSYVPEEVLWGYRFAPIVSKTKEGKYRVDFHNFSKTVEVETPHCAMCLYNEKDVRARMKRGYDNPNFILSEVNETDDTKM
STAT3 blocker = IL-6 driven STAT3 reporter inhibitors, primary screen, U3A cells, luciferase, luminescence, MLSCN library | inhibition, % at 5.5 µM | IL-6 STAT3-luciferase reporter; host cell line lacks STAT1 | 190,000 compounds, 0.89% hits;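 active means inhibition above the mean inhibition across all screened compounds plus 3 SD, cut at about 44% in these data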;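 further: 0% = DMSO only wells and 100% = 100 µM nifuroxazide control wells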
STAT3 activator = IL-6 driven STAT3 reporter potentiators, primary screen, U3A cells, luciferase, luminescence, MLSCN library | IL-6 STAT3-luciferase reporter; 100% = signal with IL-6 EC80 alone | activation (% of control), % at 5.6 µM | 190,000 compounds, 0.91% hits;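 active means activation above the screen-wide mean of compound activation plus 3 SD, cut at about 130% in these data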;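 further: 0% = background luminescence of wells with medium and substrate only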
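System – human U3A cells carrying STAT3-luciferase construct · Probe or stimulus – Interleukin-6, 33 ng/mL · Schedule – compound 1 h, then IL-6 6 h at 37 °C · Signal – luminescence from STAT3-driven luciferase reporter · Evaluation – percent of IL-6-only median luminescence · Benchmarks – IL-6-only high control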
PPARg SRC1 recr = PPARgamma agonists recruiting SRC-1 coactivator, primary screen, biochemical; PPARgamma-SRC-1 coactivator recruitment biochemical assay; 200,000 compounds, 0.41% hits; Peroxisome proliferator-activated receptor gamma (Homo sapiens), P37231; activation, % at 8 µM; in the data active means activation above about 19%;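 further: 0% = DMSO and 100% = reference agonist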
RAM inhibit = inhibitors of the yeast RAM network, primary screen, dse1pr::URA3 reporter, 5-FOA selection | 190,000 compounds, 1.8% hits | S. cerevisiae dse1pr::URA3 reporter, 5-FOA growth OD615, 2 d; analog-sensitive cbk1-as2 kinase mutant strain | inhibition, % at 50 µM;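 active means inhibition above a set limit, 3 SD over mean compound inhibition, cut at about 8.4% in these data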;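 further: 0% = DMSO-only wells with no growth and 100% = 10 µM 1-NA-PP1 full growth; inhibition rescues growth on 5-FOA so higher OD means more RAM inhibition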
PPARg SRC-2 ag = agonists of PPARg-SRC-2 recruitment, primary screen, biochemical, HTS. 200,000 compounds, 0.34% hits. AID 1032, 2008. PPARgamma LBD-SRC-2 recruitment. activation, % at 8 µM. Peroxisome proliferator-activated receptor gamma (Homo sapiens), P37231; in the data active means activation above about 22%;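 further: 0% = vehicle and 100% = reference agonist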
TLR4-MyD88 BLA = inhibitors of TLR4-MyD88 association in cells, primary screen, cell-based, HeLa CL3-4, BLA complementation, FRET ratio. Toll-like receptor 4 (Homo sapiens) + Myeloid differentiation primary response protein …. HeLa CL3-4 TLR4/MyD88 BLA complementation. inhibition, % at 8.4 µM. 200,000 compounds, 0.18% hits. AID 861, 2007; in the data active means inhibition above about 25%;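 further: 0% = vehicle and 100% = reference inhibitor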
STAT1 blocker = STAT1 signaling inhibitors, primary screen, cell-based, HTS, luciferase reporter. NIH 3T3 STAT1-luciferase reporter, IFN-gamma, luminescence. inhibition, % at 5.5 µM. 200,000 compounds, 0.35% hits. AID 920, 2007;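 active means inhibition above a set limit, the mean inhibition across all tested compounds plus 3 SD, cut at about 34% in these data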;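 further: 0% = IFN-gamma with DMSO and 100% = IFN-gamma with 300 µM nifuroxazide; values of inactives mirror those of a sister screen read the other way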
* marks the source's active call; other numbers are inactive results; / = not tested or not shown.

SMILES | PPARg SRC3 recr | S1P3 antag | SRC2 TRFRET art | ROMK primary | STAT3 blocker | STAT3 activator | PPARg SRC1 recr | RAM inhibit | PPARg SRC-2 ag | TLR4-MyD88 BLA | STAT1 blocker
Cc1cc(N2CCCC2)nc(N2C3CCC2CC(O)(c2ccc(F)cc2)C3)n1 (stereo not drawn) | 8.8 | -2.7 | 1599 | -0.351 | 8.6 | 98.5 | -0.4 | 0.6 | 8.2 | 12.2 | 9.4
Cc1occc1C(=O)N/N=C/c1cccnc1 | 1.4 | / | 1511 | / | -7.7 | 111.4 | 0.4 | 1.2 | -2.4 | -1.4 | -18.5
CCOc1cc(-c2cn(S(=O)(=O)c3cccc4nsnc34)nc2N)cc(OCC)c1OCC | 1.2 | / | 1564 | -0.909 | -5.9 | 105.0 | 6.4 | -0.7 | -0.9 | 10.5 | 1.5
O=[N+]([O-])c1cccc(S(=O)(=O)N2CCC(c3nc(-c4ccncc4)no3)CC2)c1 | -0.3 | / | 1647 | 0.549 | 3.7 | 97.0 | 1.4 | 2.0 | -3.6 | 6.7 | 0.8
COCCCNc1nc2c(c(=O)[nH]c(=O)n2C)n1CC(O)COc1ccccc1C (stereo not drawn) | -1.3 | -7.5 | 1541 | / | 9.7 | 99.1 | 5.2 | 2.3 | -6.5 | -16.8 | 0.7
COC(=O)c1ccc(Oc2cc(C)nc(-n3nc(C)cc3C)n2)cc1 | 22.6 | -2.3 | 1578 | 4.92* | -27.6 | 127.2 | 15.3 | -0.4 | 1.6 | 10.7 | 4.7
Cc1cc([N+](=O)[O-])nn1CC(=O)Nc1nc2ccccc2s1 | 4.8 | -16.3 | 1276 | -0.372 | 7.2 | 96.9 | 9.0 | 3.5 | 13.5 | 3.2 | 7.0
O=C(COC(=O)C1CC(O)CN1C(=O)Oc1ccccc1)c1ccc(Br)cc1 (stereo not drawn) | 3.5 | -6.9 | 1520 | -0.0637 | -7.8 | 105.0 | -2.8 | 0.7 | 4.2 | -12.7 | -0.8
COc1cccc(C(=O)NC(Cc2ccccc2)c2ccc3c(c2)OCCCO3)c1 (stereo not drawn) | 2.4 | / | 1695 | 0.762 | 6.5 | 93.4 | 7.0 | 1.5 | 11.9 | -18.0 | 9.7
CN(c1cccc(NC(=O)CN(c2ccc(C34CC5CC(CC(C5)C3)C4)cc2)S(C)(=O)=O)c1)S(C)(=O)=O | 3.8 | / | 1645 | 2.5 | 3.2 | 103.5 | 6.1 | 1.8 | 10.1 | -12.2 | 2.7
CCOC(=O)N1CCN(C(=O)CCCCCn2c(=S)[nH]c3cc4c(cc3c2=O)OCO4)CC1 | 11.9 | -16.4 | 1880 | 0.549 | -2.4 | 102.5 | 16.2 | 2.3 | 10.9 | -11.1 | 18.9
O=C(COC(=O)c1ccccc1C(=O)c1ccc(Cl)cc1)NCC1CCCO1 (stereo not drawn) | -3.4 | -4.3 | 1515 | -0.266 | 0.3 | 101.0 | 4.5 | -1.5 | 2.4 | -8.0 | 4.5
COc1cc(N=CC2=C(O)c3ccccc3C2=O)cc(OC)c1 | -0.6 | 2.7 | 1539 | 1.19 | 16.1 | 89.0 | 1.5 | 1.0 | 9.5 | -6.5 | -52.9
CCOC(=O)C1=C(C)NC(=O)NC1C1CC=CCC1 (stereo not drawn) | -6.8 | -14.0 | 1764 | / | 2.4 | 102.0 | -0.2 | 1.2 | -2.1 | -9.4 | -1.2
Cc1cccc(NCc2nc(-c3ccccc3)no2)c1 | 6.9 | -17.7 | 1535 | / | 13.9 | 95.6 | -2.3 | -0.9 | 11.4 | -5.3 | -12.0
CCOC(=O)C1=NOC2COC3(CCN(c4ncccn4)CC3)OCC12 (stereo not drawn) | 2.4 | -4.6 | 1545 | 0.0408 | 5.6 | 99.3 | 6.6 | -0.3 | 0.3 | 3.4 | 5.0
Cn1cccc1Cc1nnc(SCC(=O)Nc2ccc(Cl)cc2)n1-c1ccc(F)cc1 | 1.8 | 7.8 | 1393 | / | -9.6 | 108.0 | -4.4 | 2.8 | 0.7 | 2.9 | 0.0
COc1cc(/C=C/C(=O)OCC(=O)N2CC3(C)CC2CC(C)(C)C3)ccc1O (stereo not drawn) | 0.8 | -4.4 | 1407 | -0.0699 | 5.3 | 99.4 | -8.0 | 1.4 | -7.4 | -5.3 | -15.4
O=C(CN1CCc2ccccc2C1)Nc1cc(S(=O)(=O)N2CCOCC2)ccc1N1CCCC1 | 4.0 | 7.2 | 1567 | 0.343 | -4.0 | 104.0 | -0.4 | 0.1 | 0.0 | 5.1 | 9.1
Cc1ccc(OCC(=O)NCc2ccco2)c([N+](=O)[O-])n1 | 4.1 | -10.5 | 1524 | 0.258 | 2.5 | 102.0 | 6.6 | 1.1 | -5.6 | 4.2 | -17.8
CCCCNS(=O)(=O)c1ccc(S(=O)(=O)N2CCC3(CC2)OCCO3)cc1 | 2.4 | 11.3 | 1391 | -0.147 | -4.0 | 103.4 | -3.1 | 4.0 | 1.5 | -15.2 | 1.9
Fc1cccc(CCN2C(=S)NC[C@@H]2Cc2ccccc2)c1 | -3.8 | -6.0 | 1528 | / | / | / | 0.4 | 2.6 | -6.7 | -7.3 | 5.0
COc1ccc(OC)c(-c2csc(N(CC3CCCO3)C(=O)C3CCCCC3)n2)c1 (stereo not drawn) | 4.1 | -6.4 | 1670 | -0.561 | 9.7 | 97.6 | -4.1 | 5.6 | 14.0 | -6.3 | 9.4
CCOC(=O)C1=C(N)n2c(s/c(=C\c3ccncc3)c2=O)=C(C(=O)OCC)C1c1ccncc1 (stereo not drawn) | 2.0 | 9.5 | 1603 | 0.161 | 11.1 | 95.3 | -2.3 | 0.1 | 5.5 | -6.3 | 4.0
O=C(Nc1ccccc1C(=O)O)c1ccccc1 | 1.3 | / | 1610 | 1.19 | 8.6 | 90.6 | 5.5 | -1.6 | 2.3 | 8.4 | 2.9
CCOC(=O)C1CCCCN1Cc1ccc(OC)c(OC)c1OC (stereo not drawn) | 5.8 | -6.2 | 1602 | -0.141 | 8.4 | 94.9 | 9.2 | 0.9 | -0.6 | -19.8 | 8.9
Cn1c(=O)c2c(SCc3cccnc3)nc(C3CC3)nc2n(C)c1=O | 3.2 | -10.0 | 1630 | / | -1.7 | 105.4 | 5.8 | 0.2 | 4.4 | 9.7 | -2.7
CCC(C(=O)O/N=C(\N)c1ccccc1)c1ccccc1 (stereo not drawn) | 13.6 | / | 1521 | / | 6.2 | 96.2 | 4.9 | -0.7 | 8.9 | 0.2 | -3.5
Cc1ccc(N2CN(Cc3ccco3)CNC2=S)cc1 | -1.7 | -18.8 | 1730 | -0.00205 | 0.8 | 101.3 | 12.0 | 4.0 | 2.8 | -0.5 | -1.4
CCCn1c(SCC(=O)c2cc(C)ccc2C)n[nH]c1=O | 4.8 | / | 1584 | 0.406 | 10.3 | 95.0 | 2.6 | 3.7 | 5.0 | -8.1 | 6.8
Cc1cc(C(=O)Nc2c(F)c(F)c(F)c(F)c2F)n(-c2ccccc2)n1 | 0.5 | 3.4 | 1531 | -0.671 | 12.9 | 98.7 | -0.7 | 1.2 | -2.3 | -0.4 | 4.8
Cc1ccccc1CSCC(Nc1ccc(C(=O)O)cc1[N+](=O)[O-])C(=O)O (stereo not drawn) | -4.8 | / | 1372 | 0.31 | 1.0 | 104.1 | -2.8 | -0.7 | -1.0 | 3.1 | 0.2
CC(C)(C)NC(=O)CN(C(=O)CS(=O)CC(=O)Nc1ccc(F)cc1)c1ccc2c(c1)OCCO2 (stereo not drawn) | 4.3 | 1.3 | 1688 | 0.602 | 10.5 | 95.2 | 7.5 | 1.5 | 11.7 | -12.3 | 4.5
O=C(CN1CCCCCC1)N/N=C/c1cccc(Cl)c1Cl | 2.6 | 12.7 | 1511 | / | -3.4 | 105.1 | -7.8 | 1.5 | 5.2 | -4.8 | -5.2
CCc1cc2c(NCC3CCCO3)nc(C)nc2s1 (stereo not drawn) | 7.5 | / | 1669 | -0.656 | 3.8 | 100.0 | 3.2 | 1.5 | -1.4 | 3.5 | 9.3
CCn1c2ccccc2c2cc(NC(=O)CSc3nnc(-c4cccc(C)c4)o3)ccc21 | 5.5 | / | 1561 | 0.379 | 1.6 | 98.9 | -5.4 | 4.0 | 6.1 | -3.8 | 1.2
CCOc1ccccc1C(=O)N[C@H](C(=O)Nc1ccc(OC)c(S(=O)(=O)N2CCOCC2)c1)C(C)C | 2.8 | -13.6 | 1482 | 0.702 | 18.0 | 88.6 | -0.3 | -0.5 | 2.5 | 1.3 | 0.7
CCOC(=O)c1ccc(N2C(=O)c3n[nH]c(C)c3C2c2ccc(O)cc2)cc1 (stereo not drawn) | -0.1 | 1.4 | 1778 | / | 14.8 | 91.0 | 11.7 | 0.0 | 2.7 | -4.0 | 5.4
CCCOc1ccc(N2CC(C(=O)Nc3ccc(N4CCOCC4)cc3)CC2=O)cc1 (stereo not drawn) | 5.1 | -2.5 | 1621 | 0.608 | 2.8 | 100.5 | 3.5 | 5.2 | 3.2 | 7.2 | -2.0
Cc1cccc(C(=O)N/N=C/c2ccc3c(c2)OCO3)n1 | 7.3 | / | 1522 | / | 6.5 | 96.0 | 0.7 | 2.1 | -2.3 | -9.1 | -0.2
CC(C)OC(=O)CSc1nnc(-c2cnccn2)n1Cc1ccco1 | 5.8 | -25.6 | 1482 | 0.201 | 1.6 | 101.8 | -4.7 | 1.9 | -8.6 | 8.2 | -2.5
O=C1CCc2cc(S(=O)(=O)N3CCC(C(=O)NC4CCCC4)CC3)ccc2N1 | -5.0 | -12.6 | 1455 | / | 10.1 | 98.7 | 3.7 | 3.8 | -1.3 | -7.8 | -2.2

Record cards (already shown). Values in the order: PPARg SRC3 recr, S1P3 antag, SRC2 TRFRET art, ROMK primary, STAT3 blocker, STAT3 activator, PPARg SRC1 recr, RAM inhibit, PPARg SRC-2 ag, TLR4-MyD88 BLA, STAT1 blocker
`Cc1ccc(N2CN(Cc3ccco3)CNC2=S)cc1` across the screens: -1.7, -18.8, 1730, -0.00205, 0.8, 101.3, 12.0, 4.0, 2.8, -0.5, -1.4
`CC(C)(C)NC(=O)CN(C(=O)CS(=O)CC(=O)Nc1ccc(F)cc1)c1ccc2c(c1)OCCO2` (stereo not drawn) across the screens: 4.3, 1.3, 1688, 0.602, 10.5, 95.2, 7.5, 1.5, 11.7, -12.3, 4.5

Screening data (PubChem BioAssay)
